From PubChem
A549 tox – counter-screen for Nrf2 inhibitors: cytotoxicity in A549 cells. A549 ARE-Fluc cells, CellTiter-Fluor viability, 18-24 h. hit rate 0.16% among 390,000. Potency, µM (doses to about 46 µM), for inactives: top-dose activity change, negative = cytotoxicity, hits mostly inhibitors; further: potency means the concentration at half of the fitted maximal effect; on the % scale 0 is the no-effect control and ±100 the full control effect
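Cytotoxicity counterscreen: CellTiter-Fluor fluorescence was measured in A549 ARE_Fluc cells after 18-24 h of compound exposure in a concentration series. The subsequent BugLite luminescent read reports ARE-luciferase activity.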
CCT modulator – changes cytosolic chaperonin activity; hit rate 0.3% among 360,000; activity change, % (no concentration beside the values), hits read low; purified chaperonin ATPase assay, HTRF ADP detection, 30 min; in the data active means activity change below about -30%; further: on the % scale 0 is the no-effect control and ±100 the full control effect
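We incubate TRiC, 40 or 20 nM final, with library compounds at 76 uM and 10 uM ATP for 30 min at 37 °C. ADP formed is detected with Transcreener HTRF reagents after 30 min at room temperature.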
HepG2 viability – kills HepG2 cells in TGF-b inhibitor counter-screen | AID 588856 | hit rate 0.76% among 410,000 | HepG2 CAGA-GFP viability, ATP luminescence, 18 h | Potency, µM (highest dose often 46.1 µM), for inactives: top-dose activity change, negative = cytotoxicity, actives largely listed as cytotoxic; further: potency means the concentration at half of the fitted maximal effect; some results filed as inactive show a strong effect at the top dose
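HepG2 CAGA-GFP cells (1000/well, DMEM with 1% FBS) received compound, then TGF-beta at 500 pg/mL final, and were incubated 18 hours at 37 degrees C. Viability was read by CellTiter-Glo luminescence. Media-only wells were set as complete cell-killing and DMSO as no toxicity.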
Nrf2 block – blocks Nrf2 signaling; A549 ARE-Fluc reporter, luciferase luminescence, 18-24 h; Potency, µM (top dose mostly 46 µM), for inactives: at the highest dose activity change, negative = inhibition, usual class: inhibitors; hit rate 2.1% among 360,000; further: potency means the concentration at half of the fitted maximal effect; on the % scale 0 is the no-effect control and ±100 the full control effect; nearly all actives have a fitted effect of over 60% in size
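Nrf2 function is reported as luminescence of an ARE-controlled luciferase in A549 cells. Compounds were tested at several concentrations, and a CellTiter-Fluor read on the same wells flagged cytotoxicity.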
Nrf2 ARE act – activators of Nrf2 (ARE) signaling. AREc32 ARE-luciferase reporter (MCF7-derived line), luminescence, 24 h. Potency, µM (series often up to 46.1 µM), for inactives: top-dose activation, hits mostly activators. hit rate 0.31% among 410,000; further: potency means the concentration at half of the fitted maximal effect; % of control where 0% means no effect; nearly all actives have a fitted effect of over 65% in size
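AREc32_Fluc, 1000 cells/well, OPTI-MEM + 5% FBS, o/n 37 deg C 5% CO2; 23 nL cpd by pin tool, 24 hr; Steady-Glo 30 min RT, luminescence.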
Mm-Cpn inhibitor – blocks the Methanococcus maripaludis chaperonin Mm-Cpn; purified Mm-Cpn ATPase, ADP Transcreener TR-FRET; Potency, µM (top dose mostly 76.9 µM), for inactives: at the highest dose activity, negative = inhibition, hits mostly inhibitors; hit rate 0.031% among 330,000; further: potency means the concentration at half of the fitted maximal effect; on the % scale 0 is the no-effect control and ±100 the full control effect; nearly all actives have a fitted effect of over 80% in size
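Compound-treated chaperonin, 25 nM final, turns over 10 uM ATP at 37°C for 30 min following a 10 min preincubation; ADP generated competes with ADP-d2 for Eu-cryptate antibody, lowering FRET.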
pAkt inh – inhibitors of Akt phosphorylation | hit rate 0.32% among 360,000 | AID 651550 | Neuro2A IGF-stimulated pAkt S473 HTRF, 20 min; stronger effect = lower value | activity change, % for hits at 50 µM; in the data active means activity change below about -80%; inconclusive means mostly about -51% to -80%; further: on the % scale 0 is the no-effect control and ±100 the full control effect
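Single-point screen (50 µM final compound) in Neuro2A cells stimulated 20 min with 6 nM IGF at 37 deg C. After lysis, Ser473-phosphorylated Akt read by HTRF (ex 330 nm, em 615/665 nm) as the 665/615 ratio.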
ATXN viability – cell viability loss in ATXN counter-screen; hit rate 0.49% among 400,000; S2 cells (HEK-293 line with an ATXN2-luciferase reporter) viability, CellTiter-Fluor protease fluorescence, 24 h; AID 651635; Potency, µM (doses to about 56.7 µM), actives largely listed as cytotoxic; further: potency means the concentration at half of the fitted maximal effect; nearly all actives have a fitted effect of over 40% in size
TGFb inhibitor – blocks TGF-b signaling | AID 588855 | HepG2 CAGA-GFP TGF-b/SMAD3 reporter, GFP fluorescence, 18 h; TGF-beta stimulated, 500 pg/mL final | hit rate 1.2% among 410,000 | Potency, µM (highest dose often 46.1 µM), without a hit: top-dose activity, negative = inhibition, usual class: inhibitors; further: potency means the concentration at half of the fitted maximal effect; on the % scale 0 is the no-effect control and ±100 the full control effect; nearly all actives have a fitted effect of over 65% in size
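GFP signal (ex488/em500-530) from TGF-beta-stimulated HEPG2 CAGA-GFP cells, 500 pg/mL final, 18 h at 37 degrees C in DMEM plus 1% FBS, normalized to unstimulated and DMSO-stimulated controls.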
* hit, by the source's call; i = inactive; ? = inconclusive; . = no result given; & = joins results of further samples; [ ] = another dose, or the depositor's remark. Unless noted, the call rests on the fitted dose curve; in most records, active means well fitted curve in the direction sought with a large enough effect; inconclusive means small, poorly fitted or top-dose-only effect, or another doubt; inactive means no such curve, though single readings can be large; an effect the other way counts as inactive or inconclusive.

Sample of the layout, 3 compounds:
SMILES	A549 tox	CCT modulator	HepG2 viability	Nrf2 block	Nrf2 ARE act	Mm-Cpn inhibitor	pAkt inh	ATXN viability	TGFb inhibitor
COc1ccc(Cl)cc1C(=O)NNC(=O)c1cccc(S(=O)(=O)N(C)C)c1	-1%	-0.6	1%	-11%	0.3%	-1%	i	i	-6%
Cc1ccccc1NS(=O)(=O)c1cccc2nsnc12	-5%	-6.9	2%	2%	3.1%	?	i	i	?
CCOC(=O)C1CN(S(=O)(=O)c2cccc(C(F)(F)F)c2)c2cc(CC(=O)OC)ccc2O1 (stereo not drawn)	2%	-1.8	2%	1%	-0.5%	0%	i	i	-13%

The listing, previewed entries included:
SMILES	A549 tox	CCT modulator	HepG2 viability	Nrf2 block	Nrf2 ARE act	Mm-Cpn inhibitor	pAkt inh	ATXN viability	TGFb inhibitor
COc1ccc(Cl)cc1C(=O)NNC(=O)c1cccc(S(=O)(=O)N(C)C)c1	-1%	-0.6	1%	-11%	0.3%	-1%	i	i	-6%
Cc1ccccc1NS(=O)(=O)c1cccc2nsnc12	-5%	-6.9	2%	2%	3.1%	?	i	i	?
CCOC(=O)C1CN(S(=O)(=O)c2cccc(C(F)(F)F)c2)c2cc(CC(=O)OC)ccc2O1 (stereo not drawn)	2%	-1.8	2%	1%	-0.5%	0%	i	i	-13%
CCCCCc1c(Cc2ccccc2)ncn1CCc1ccccc1OC	.	2.5	.	.	2.4%	.	i	22µM*	.
O=C(NCCc1cccc(Cl)c1)c1cccnc1	-5%	-2.6	3%	11%	2.6%	-1%	i	i	12%
Cc1ccc2c(c1)N(CC(=O)NCCCN1CCOCC1)C(=O)C(C(C)C)O2 (stereo not drawn)	0%	-2.4	-10%	-1%	-0.1%	1%	i	i	-4%
COc1ccc(C(CNC(=O)C(=O)NC2CCCCC2)N2CCN(C)CC2)cc1 (stereo not drawn)	0%	-1.2	2%	15%	-0.2%	1%	i	i	0%
CCc1cc(C(=O)c2ccc(OC)cc2)c(NC(=O)CC(C)(C)CC(=O)O)s1	-5%	-2.6	-10%	-9%	0.5%	-1%	i	i	8%
CCOC(=O)c1[nH]c(C)c(C(=O)NC2CCCCC2)c1C	-7%	0.9	-2%	12%	-0.8%	1%	i	i	0%
CC(=O)Nc1cccc(C(=O)OCC(=O)NCc2cc(C)c(O)c(C)c2)c1	-4%	0.4	-9%	1%	0.1%	1%	i	i	0%
O=C(CSc1nnc(COc2ccccc2)o1)NC1CC2CCC1C2 (stereo not drawn)	-2%	-0.2	24%	3%	-0.5%	0%	i	i	1%
CCOc1nc(NCCO)nc(NCCC2=CCCCC2)n1	4%	-0.5	-33%	-15%	-0.6%	0%	i	i	0%
COc1ccc(NC(=O)Cn2nc3n(c2=S)CCC3)cc1	-2%	2.9	7%	.	-0.9%	0%	i	?	0%
CCc1nnc(NC(=O)c2nc(S(C)(=O)=O)ncc2Cl)s1	-1%	.	17%	31%	?	.	.	?	2%
Cn1c(SCC(=O)Nc2ccc(Br)cc2)nc(O)cc1=O	0%	0.0	-7%	7%	2.3%	-4%	i	i	-2%
Cc1ccc2oc(-c3cc(NC(=O)CC(C)C)ccc3Cl)nc2c1	13%	.	-80%	?	7.4%	.	.	i	?
Cc1ccc(C2c3[nH]c4ccccc4c3C[C@H]3C(=O)N(c4ccccc4C(=O)N4CCC(C(=O)O)CC4)C(=O)N23)cc1 (stereo partly drawn)	-3%	0.8	7%	-2%	0.6%	-6%	i	i	3%
Cc1ccc(S(=O)(=O)N2CCOCC2)cc1NC(=O)COc1ccc(C(=O)c2ccccc2)cc1	-1%	-0.2	-21%	?	-0.4%	?	i	?	-19%
CC(C)c1ccc(NC2CCCN(C(=O)CCN3CCCCC3=O)C2)cc1 (stereo not drawn)	-3%	1.4	-56%	-14%	-0.5%	0%	i	i	0%
Cc1cc(C)n2nc(CC(=O)NNC(=O)c3ccc(N(C)C)cc3)nc2n1	4%	-4.0	-5%	-3%	-0.1%	3%	i	i	2%
Cc1ccc(SCCNC(=O)c2cccc([N+](=O)[O-])c2C)cc1	1%	1.8	5%	.	0.2%	1%	i	i	18%
Cc1cccc(NC(=O)c2ccccc2OCC(=O)N2CCOCC2)c1C	-5%	-0.7	-1%	-7%	0.2%	-1%	.	i	-1%
Cn1c(COc2ccccc2O)[n+](C)c2ccccc21	5%	-7.4	11%	-12%	0.2%	-2%	i	i	6%
COc1ccc(C(=O)c2oc3ccccc3c2NC(=O)COc2cccc(C)c2)cc1	0%	.	2%	.	0.2%	.	.	i	7%
CC(C)c1cc(N2CCN(C(=O)c3ccco3)CC2)n2c(nc3ccccc32)c1C#N	-14%	1.6	-18%	-23%	1.3%	-2%	i	i	-6%
Additional entries follow:
SMILES	A549 tox	CCT modulator	HepG2 viability	Nrf2 block	Nrf2 ARE act	Mm-Cpn inhibitor	pAkt inh	ATXN viability	TGFb inhibitor
COc1ccc(-c2nc(C)c(CCNC(=O)c3cccs3)s2)cc1OC	3%	.	-7%	.	7.2%	.	.	i	-1%
COc1cccc(-n2c(CN3CCN(c4ccccc4)CC3)nc3ccc([N+](=O)[O-])cc3c2=O)c1	-4%	-1.9	-9%	-17%	3.0%	0%	i	i	-11%
Cc1ccc(C(=O)Nc2ccncc2)o1	2%	1.2	3%	-3%	-0.4%	2%	i	i	-14%
Cc1ccc(C)c(NC(=O)c2cc(C)nc3ccccc23)c1	0%	0.0	-7%	-17%	-0.6%	3%	i	i	-1%
O=C(Nc1ccccc1C(F)(F)F)N1CCN(c2ccc3nncn3n2)CC1	2%	-1.8	3%	.	4.2%	2%	.	i	0%
Cc1ccc([C@H]2C[C@H](n3cc(C4CC4)nn3)[C@@H](O)CN2CC2CCCCC2)cc1	.	0.3	-70%	.	-2.0%	.	i	?	?
COc1ccc(N2CCN(C(=O)CCCN3C(=O)c4cccc5cccc(c45)C3=O)CC2)cc1	?	-0.8	-14%	?	2.9%	0%	i	i	-8%
COc1ccccc1CNC(=O)CN1C(=O)CSc2ccc(S(=O)(=O)N3CCCC3)cc21	-11%&0%	-6.2	-27%&-18%	-12%&-7%	-0.4%&-0.2%	-1%	i	i	-11%&0%
CC1=C(C(=O)Nc2cccnc2)C(c2ccccc2)n2nc(-c3ccc(O)cc3)nc2N1 (stereo not drawn)	3%	.	-3%	9%	0.2%	.	.	i	?
CCCC(=O)Nc1ccc(NC(=O)c2ccccc2F)cn1	-18%	-4.2	-8%	12%	0.6%	0%	i	i	-3%
CC(C)(C)C(=O)c1no[n+]([O-])c1/C(=N/O)C(C)(C)C	-7%	-0.2	-54%	-16%	-0.2%	0%	i	i	?
COc1cccc(NC(=O)COC(=O)Cn2c(C)csc2=O)c1	0%	-0.3	-1%	5%	0.1%	-1%	i	i	6%
CC(C)(C)NC(=O)CN(C(=O)CS(=O)CC(=O)Nc1ccc(F)cc1)c1ccc(F)c(Cl)c1 (stereo not drawn)	0%[1.84 µM]	-2.8	12%	4%	0.5%	-1%	i	i	-31%
COc1ccc(CCNC(=S)N2CCN(S(=O)(=O)c3cccc(F)c3)CC2)cc1	-2%	-4.8	-17%	-7%	-0.1%	0%	i	i	3%
Cc1ccc(C)c(NC(=O)c2nnn(Cc3ccccc3C)c2N)c1	-12%	-1.5	-3%	-28%	-0.3%	0%	i	i	-3%
Cc1nnc(C)c2c(C)n(-c3ccc4ncccc4c3)c(C)c12	-4%	-1.6	0%	0%	-0.3%	0%	i	i	-8%
Cc1ccccc1CNC(=O)c1ccc(-c2nc(CS(=O)(=O)c3ccccc3)c(C)o2)cc1	7%	.	-22%	-24%	0.5%	.	.	i	-25%
Cc1ccc(C(=O)c2cn[nH]c2-c2cc(Cl)ccc2O)cc1	-4%	-2.2	-46%	11%	-0.6%	0%	i	i	-19%
COc1ccc(OC)c(NC(=O)c2csc(Cl)c2OC)c1	8%	-2.2	0%	10%	?	0%	i	i	-24%
O=C(Nc1ccnc(-c2cccnc2)n1)c1ccc(Cl)c(Cl)c1	2%	-0.4	-2%	7%	-0.3%	-2%	i	i	9%
C=CCN(CC=C)C(=O)CN1C(=O)NC(c2ccccc2)(c2ccccc2)C1=O	-4%	0.6	-13%	9%	-0.1%	3%	i	i	-16%
CCN(C(=O)COc1ccc(C(=O)c2ccccc2)cc1)c1ccccc1	0%	0.8	-7%	-28%	2.6%	-2%	i	i	-18%
CCOC(=O)C1(CCOc2ccccc2)CCN(Cc2cccc(-n3cccn3)c2)CC1	-24%	-2.1	-9%	?	5.9%	3%	i	?	?
COC(=O)Cc1cc(=O)[nH]c(/N=C(\N)Nc2ccccc2C)n1	-1%	3.7	-9%	?	0.1%	2%	i	i	-33%
Cc1cc(C)n(C(=O)c2cc3c(s2)CCCC3)n1	-6%	1.3	-22%	16%	6.5%	-2%	i	i	1%

A different layout for some results above:
| mol | A549 tox | CCT modulator | HepG2 viability | Nrf2 block | Nrf2 ARE act | Mm-Cpn inhibitor | pAkt inh | ATXN viability | TGFb inhibitor |
| --- | --- | --- | --- | --- | --- | --- | --- | --- | --- |
| COc1ccc(Cl)cc1C(=O)NNC(=O)c1cccc(S(=O)(=O)N(C)C)c1 | -1% | -0.6 | 1% | -11% | 0.3% | -1% | i | i | -6% |
| CC(C)c1ccc(NC2CCCN(C(=O)CCN3CCCCC3=O)C2)cc1 (stereo not drawn) | -3% | 1.4 | -56% | -14% | -0.5% | 0% | i | i | 0% |
| COc1ccc(OC)c(NC(=O)c2csc(Cl)c2OC)c1 | 8% | -2.2 | 0% | 10% | ? | 0% | i | i | -24% |
